AHR activator: AHR activators, primary screen, cell-based, luminescence, luciferase reporter, human. Aryl hydrocarbon receptor (Homo sapiens), P35869. AHR-responsive luciferase reporter cells. activation, % at 5 µM. 320,000 compounds, 2.5% hits; in the data active = activation above about 47%;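 also: 0% = vehicle wells and 100% = reference agonist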
Target sequence (P35869 whole entry, looked up): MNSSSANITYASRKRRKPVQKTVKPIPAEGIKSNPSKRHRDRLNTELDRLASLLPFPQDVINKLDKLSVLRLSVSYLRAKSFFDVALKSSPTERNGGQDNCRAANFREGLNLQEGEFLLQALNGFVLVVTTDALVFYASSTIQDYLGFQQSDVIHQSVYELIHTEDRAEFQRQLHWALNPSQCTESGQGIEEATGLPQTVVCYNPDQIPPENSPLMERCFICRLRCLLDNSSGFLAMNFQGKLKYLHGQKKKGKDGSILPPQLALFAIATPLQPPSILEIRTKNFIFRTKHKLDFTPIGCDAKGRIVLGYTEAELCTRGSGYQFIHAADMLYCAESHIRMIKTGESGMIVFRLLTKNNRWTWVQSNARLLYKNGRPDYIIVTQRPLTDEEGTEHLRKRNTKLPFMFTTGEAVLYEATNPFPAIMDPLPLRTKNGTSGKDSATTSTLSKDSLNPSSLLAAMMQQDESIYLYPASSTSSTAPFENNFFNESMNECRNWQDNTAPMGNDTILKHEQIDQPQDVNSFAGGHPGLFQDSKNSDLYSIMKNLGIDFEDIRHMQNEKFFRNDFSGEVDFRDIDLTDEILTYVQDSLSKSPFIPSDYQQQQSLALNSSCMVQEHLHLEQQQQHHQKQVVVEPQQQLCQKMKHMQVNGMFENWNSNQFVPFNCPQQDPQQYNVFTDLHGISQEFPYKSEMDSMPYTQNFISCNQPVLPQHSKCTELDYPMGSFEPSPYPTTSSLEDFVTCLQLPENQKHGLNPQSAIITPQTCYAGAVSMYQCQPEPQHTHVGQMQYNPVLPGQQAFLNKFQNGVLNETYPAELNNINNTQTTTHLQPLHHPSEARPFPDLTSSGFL
LAP4 TOR yeast: modulators of LAP4-GFP expression in yeast, primary screen, S. cerevisiae, multiplex flow cytometry, MLPCN library; 3 h; median GFP as percent of DMSO wells; GFP response vs DMSO, % at 10 µM; 320,000 compounds, 0.34% hits; AID 2023, 2009;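 active = GFP response vs DMSO above a set limit, about the screen mean plus 3 SD, cut at about 150% in these data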
CIT2-GFP yeast: modulators of CIT2-GFP expression in yeast, primary screen, S. cerevisiae, GFP fusion, multiplex flow cytometry, MLPCN library. S. cerevisiae CIT2-GFP strain, 3 h; 100 means same as DMSO wells. GFP response vs DMSO, % at 10 µM. 320,000 compounds, 0.065% hits;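 active = GFP response relative to DMSO above a set limit, near the screen mean plus 3 SD, cut at about 150% in these data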;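 also: ratio of well median GFP fluorescence to mean of DMSO wells on the plate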
RPL19A TOR yeast: RPL19A-GFP expression modulators in yeast, primary screen, cell-based, S. cerevisiae, multiplex flow cytometry, MLPCN; percent response vs DMSO, % at 10 µM; 330,000 compounds, 0.3% hits; S. cerevisiae RPL19A-GFP strain, 3 h; hits give low values;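 active = percent response vs DMSO below 50%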;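 also: median channel GFP fluorescence of the barcoded RPL19A-GFP strain; ratio of sample median GFP to plate DMSO average so 100% = DMSO; lower means less RPL19A-GFP as with rapamycin TOR inhibition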
procasp7 counter: procaspase-7 activators, primary screen, counter-screen for procaspase-3 activator project, biochemical, absorbance, HTS, human. Caspase-7 (Homo sapiens), P55210. recombinant procaspase-7, Ac-DEVD-pNA absorbance 405 nm; D23A/D198A/D206A triple mutant, cannot self-cleave; scale: DMSO 0, 5 µM enzyme 100. activation, % at 8.5 µM. 330,000 compounds, 0.093% hits. AID 463210, 2010;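 active = percent activation above the screen-wide mean plus 3 SD, cut at about 25% in these data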
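buffer or medium = Zinc-free HEPES/NaCl buffer, pH 7.4 | material = Procaspase-7 triple mutant (PC-7 D3A) | input = 2 µM procaspase-7 mutant as dispensed | signal = Epi-absorbance of released pNA at 405 nm, two timepoints | timing = 1 h preincubation, 2 h reaction | replicates = singlicate compound testing | evaluation = % activation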
procasp3 activ: activators of human procaspase-3 D3A mutant, primary screen, biochemical, absorbance, PC-3 D3A mutant, single concentration | Caspase-3 (Homo sapiens), P42574 | activation, % at 8.5 µM | recombinant procaspase-3 D3A, Ac-DEVD-pNA absorbance 405 nm | 330,000 compounds, 0.11% hits;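 active = activation above the mean of all tested compounds plus 3 SD, cut at about 21% in these data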;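 also: 0% = DMSO alone and 100% = DMSO wells spiked with extra 5 µM PC-3 D3A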
Target sequence (P42574 whole entry D9A/D28A/D175A): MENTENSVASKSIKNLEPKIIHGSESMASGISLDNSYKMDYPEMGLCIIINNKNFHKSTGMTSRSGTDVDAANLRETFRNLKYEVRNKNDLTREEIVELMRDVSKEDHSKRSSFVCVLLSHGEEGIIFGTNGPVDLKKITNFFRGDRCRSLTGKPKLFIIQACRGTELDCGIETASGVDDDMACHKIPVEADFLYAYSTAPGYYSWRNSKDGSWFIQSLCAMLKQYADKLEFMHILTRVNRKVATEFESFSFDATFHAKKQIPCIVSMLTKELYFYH
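assay system = Procaspase-3 D3A mutant | signal = absorbance at 405 nm, 0 and 120 min | times = 1 h preincubation plus 2 h reaction at 25 °C | repeats = single replicate | read-out = % activation between DMSO and enzyme-spiked controls | medium = Zinc-free HEPES saline buffer with Triton X-100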
AGP1 TOR yeast: modulators of AGP1-GFP expression in yeast TOR pathway, primary screen, cell-based, multiplex flow cytometry, S. cerevisiae, MLPCN library. 3 h; GFP as percent of DMSO wells. GFP response vs DMSO, % at 10 µM. 320,000 compounds, 0.02% hits. AID 2066, 2009;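 active = GFP response relative to DMSO above a set limit, near screen average plus 3 SD, cut at about 150% in these data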;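 also: median GFP channel fluorescence of the gated AGP1 strain per well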
MEP2 TOR yeast: modulators of MEP2-GFP levels in yeast, primary screen, S. cerevisiae, multiplex flow cytometry, MLPCN library | 330,000 compounds, 0.51% hits | S. cerevisiae MEP2-GFP strain, 3 h; 100% = DMSO control level | AID 2016, 2009 | GFP response vs DMSO, % at 10 µM;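 active = GFP response versus DMSO above a set limit, roughly screen mean plus 3 SD, cut at about 180% in these data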;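 also: median GFP fluorescence of the barcode-gated MEP2-GFP cells per well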
Starred values were filed as active, the others as inactive; . = not tested or not shown.

Below each compound: AHR activator	LAP4 TOR yeast	CIT2-GFP yeast	RPL19A TOR yeast	procasp7 counter	procasp3 activ	AGP1 TOR yeast	MEP2 TOR yeast
#1 COc1ccc(CCNC(=O)c2nnn(-c3cc(C)cc(C)c3)c2N)cc1OC
    2	80	114	100	8	-3	95	101
#2 CCO/C=C/C(O)(CNC(=O)COc1ccccc1F)C(F)(F)F (configuration not stated)
    -1	98	99	95	13	5	100	95
#3 O=C(Nc1ccc(Br)c(C(F)(F)F)c1)c1ccccc1
    51*	87	105	104	-2	-9	91	101
#4 O=C1/C(=C\c2ccco2)SC(=S)N1Cc1ccccc1
    20	98	83	97	-10	-41	95	91
#5 CC1CCN(C(=O)/C(=C\c2ccco2)NC(=O)c2ccccc2)CC1
    0	106	108	107	-9	12	109	109
#6 Cc1cccc(C)c1NC(=O)CSc1nnnn1-c1ccc(C(=O)O)cc1
    0	106	107	104	0	0	108	104
#7 CCOC(=O)C1CCCN(c2nc3ccccc3nc2C(C#N)C(=O)NCc2ccccc2)C1 (configuration not stated)
    5	97	104	102	-3	-2	102	99
#8 CCC(NC(=O)c1cc(COc2ccc(OC)cc2Cl)on1)c1ccncc1 (configuration not stated)
    6	106	100	105	8	1	107	105
#9 O=C(Cn1c(C(F)(F)F)nc2ccccc21)Oc1cccc(C(F)(F)F)c1
    -1	97	95	91	4	-3	88	96
#10 C/C(=N/NS(=O)(=O)c1ccc(Br)cc1)c1ccc(NC(=O)c2ccc(C)o2)cc1
    9	97	101	96	-3	-13	101	102
#11 N#Cc1c(NC(=O)Cn2nc(C(F)(F)F)c3c2CCCC3)sc2c1CCC2
    10	108	94	95	-16	-12	97	101
#12 CC(=O)c1c(O)cc(=O)n(-c2ccccc2)c1-c1ccc(C)cc1
    4	114	104	107	-2	4	114	104
#13 O=S(=O)(c1cccc(F)c1)N1CCN(C(=S)NCC2CCCO2)CC1 (configuration not stated)
    2	99	101	95	0	5	99	112
#14 COc1ccc(OCCCC(=O)Nc2nc(-c3ccccn3)cs2)cc1
    5	108	101	97	5	-5	99	100
#15 c1ccc(-c2noc(CN3CCc4sccc4C3)n2)cc1
    38	110	94	100	2	5	104	102
#16 CCCCNC(=S)NNC(=O)c1csc(CC)c1
    5	100	94	98	-3	-12	104	100
#17 CCc1nnc(NC(=O)c2cccc(S(=O)(=O)N(C)c3ccc(OC)cc3)c2)s1
    6	96	104	99	13	6	97	94
#18 O=C(Nc1ccc(Cl)cc1F)C1CC1c1ccccc1 (configuration not stated)
    -1	93	99	104	13	2	92	101
#19 CC1CCCCC1NC(=O)c1cccc(N2C(=O)C3C4C=CC(C4)C3C2=O)c1 (configuration not stated)
    0	106	103	101	4	5	104	97
#20 O=S(=O)(c1ccccc1)c1nc(-c2ccco2)oc1NCc1ccccc1
    22	103	98	100	-5	-2	103	101
#21 O=C(CN1CCC(n2nnc3cc(F)ccc32)CC1)NNC(=O)c1ccccc1
    1	95	96	96	-2	-3	98	104
#22 Cc1ccc(-c2csc(=S)n2CC(=O)OCC(=O)NCc2ccco2)cc1
    6	94	83	96	-19	4	96	82
#23 CC(O)(c1ccccc1)C(c1ccccc1)C1CCCCN1 (configuration not stated)
    0	97	84	95	2	-4	100	95
#24 COc1ccc(CCNC(=O)C(=O)Nc2ccc3c(c2)OCO3)cc1OC
    3	112	101	96	11	8	110	100
#25 CC(=O)Nc1ncc(Cc2cc(Cl)ccc2Cl)s1
    2	107	88	89	4	-6	90	111
#26 CCOC(=O)C1=C(C)NC(=O)NC1c1ccccc1OCc1c(F)cccc1Cl (configuration not stated)
    -2	98	98	95	10	-5	100	110
#27 COC(=O)C[n+]1cccc2ccccc21
    19	212*	175*	122	-15	-3	113	221*
#28 CCC(C)NC(=O)CS(=O)Cc1nc(-c2cccc(C)c2)oc1C (configuration not stated)
    1	156*	123	86	0	0	118	128
#29 Cc1nc2cc(Cl)c(Cl)cc2n1-c1ccccn1
    12	108	97	104	4	4	91	97
#30 O=C(NCC1CCCN1S(=O)(=O)c1cccs1)c1ccccc1F (configuration not stated)
    -1	108	99	98	15	15	106	101
#31 COc1cc(/C=N/Nc2ccc(C(F)(F)F)cn2)ccc1O
    6	95	98	93	7	-9	98	119
#32 CN(C)CCCn1cnc2c(c1=N)C(c1ccccc1)c1ccc3ccccc3c1O2 (configuration not stated)
    3	95	104	105	7	10	103	106
#33 Cc1cc(=O)oc2cc(OCC(=O)N3CCC(O)CC3)c(Cl)cc12
    6	90	99	90	-11	0	91	83
#34 CCn1nc(C(=O)NNC(=O)COc2ccccc2C)c2ccccc2c1=O
    2	78	89	100	2	1	88	96
#35 CC(C)(C)c1ccccc1NC(=O)c1cccnc1
    0	106	95	96	12	1	96	105
#36 O=C(CN(C(=O)CCC(=O)Nc1ccccn1)C1CCCC1)NCc1ccccc1
    -1	88	103	105	1	2	99	100
#37 Cn1cc(Cl)c(C(=O)N/N=C/c2ccc(OS(=O)(=O)c3ccccc3)cc2)n1
    2	91	99	96	-8	1	97	97
#38 O=C(COC(=O)CNC(=O)c1ccc(Br)cc1)Nc1nnc(-c2ccccc2)o1
    0	103	105	101	9	3	106	101
#39 Cc1c(CCOC(=O)C23CC4CC(CC(C)(C4)C2)C3)sc[n+]1CC(=O)c1ccccc1
    -1	111	102	99	2	6	104	105
#40 COc1ccc(NC(=O)COC(=O)CNS(=O)(=O)c2ccc(F)c(F)c2F)cc1OC
    -1	96	94	96	-2	-2	96	101
#41 CCOC(=O)c1[nH]c2ccccc2c1NC(=O)CC(C)C
    18	99	94	102	-11	5	102	104
#42 CC(C)C(=O)NCCc1nc(-c2ccc(Cl)cc2)no1
    1	105	78	95	-5	4	87	95
#43 COc1ccccc1N1CCN(C(=O)Cn2nc3n(C)c4ccccc4n3c(=O)c2=O)CC1
    -2	98	103	103	-4	2	104	102
#44 Cn1c(Cn2nnc3ccccc32)nnc1SCC(=O)N1c2ccccc2CCc2ccccc21
    0	98	97	96	3	8	97	100
#45 CCOC(=O)C(C)On1c(-c2ccccc2)nc2ccc([N+](=O)[O-])cc21 (configuration not stated)
    11	94	91	92	2	-1	90	97
#46 CCOC(=O)C1CCN(C(=O)Nc2ccc(Cl)cc2)CC1
    -1	103	105	95	-6	9	101	107
#47 COc1ccc(NC(=O)N2CCCC2C(=O)Nc2cccc(C)c2C)cc1 (configuration not stated)
    1	98	102	102	6	10	105	102
#48 O=C([C@H](O)c1ccccc1)N1CCC[C@H]1CO
    3	100	104	108	6	-1	106	104
#49 C=CCN(Cc1nc(-c2ccc(OC)cc2)no1)C(=O)c1ccc2c(c1)OCO2
    -1	94	97	93	11	4	97	99
#50 CCCCC(c1nnnn1C1CCCC1)N1CCN(C(=O)c2ccco2)CC1 (configuration not stated)
    -5	106	109	105	11	-4	109	104
#51 Cc1ccc(S(=O)(=O)NC(CC(C)C)C(=O)Oc2ccc3c4c(c(=O)oc3c2)CCC4)cc1 (configuration not stated)
    3	96	92	98	14	12	100	99
#52 COC(=O)c1ccccc1NC(=O)CCCn1nc([N+](=O)[O-])c(Br)c1C
    4	108	97	95	-4	4	103	98
#53 N#Cc1ccc(OCC(=O)Nc2cccc(S(=O)(=O)NC3=NCCCCC3)c2)cc1
    1	97	97	102	1	2	104	103
#54 Cc1nc2cc(C(=O)NCCN3CCOCC3)ccc2n1-c1ccc(F)cc1F
    -1	106	110	103	7	3	109	107
#55 C=CCNC(NC(=O)c1ccccc1)(C(=O)OCC)C(F)(F)F (configuration not stated)
    -2	96	105	100	4	-2	101	99
#56 O=C(c1ccc(F)cc1)C1CCN(CCn2c(=S)[nH]c3ccccc3c2=O)CC1
    -4	104	95	98	-19	2	90	92
#57 CC1=C(C(=O)OC(C)C)C(c2ccc(Cl)cc2)n2c(s/c(=C\c3ccc(OCC(=O)O)cc3)c2=O)=N1 (configuration not stated)
    .	96	98	102	.	.	93	113
#58 COCC(C)n1c(C)cc(C(=O)CSc2nnc(N)s2)c1C (configuration not stated)
    2	109	108	102	-1	-1	104	116
#59 CCOC(=O)c1[nH]c(C)c(C(=O)Nc2ccc(Cl)cc2)c1C
    0	106	101	98	14	11	112	113
#60 O=C(Nc1cc(Cl)ccc1N1CCOCC1)c1ccc(N2CCCC2=O)cc1
    1	99	96	95	2	5	107	93

The closing four compounds of the section above open the next one:
Below each compound: AHR activator	LAP4 TOR yeast	CIT2-GFP yeast	RPL19A TOR yeast	procasp7 counter	procasp3 activ	AGP1 TOR yeast	MEP2 TOR yeast
#57 CC1=C(C(=O)OC(C)C)C(c2ccc(Cl)cc2)n2c(s/c(=C\c3ccc(OCC(=O)O)cc3)c2=O)=N1 (configuration not stated)
    .	96	98	102	.	.	93	113
#58 COCC(C)n1c(C)cc(C(=O)CSc2nnc(N)s2)c1C (configuration not stated)
    2	109	108	102	-1	-1	104	116
#59 CCOC(=O)c1[nH]c(C)c(C(=O)Nc2ccc(Cl)cc2)c1C
    0	106	101	98	14	11	112	113
#60 O=C(Nc1cc(Cl)ccc1N1CCOCC1)c1ccc(N2CCCC2=O)cc1
    1	99	96	95	2	5	107	93
#61 CCCCOC(=O)/C=C/c1ccc(OC(=O)OC)c(OC(=O)OC)c1
    1	104	116	111	-8	0	111	104
#62 CCOc1ccc(S(=O)(=O)N(CC)CC(=O)NCc2cccnc2)cc1
    0	93	93	103	0	2	101	100
#63 CCOCc1c(C(=O)Nc2ccc(OC)nc2)oc2ccccc12
    15	88	92	94	1	-6	88	103
#64 CCOC(=O)Nc1sc(=S)n(C)c1C
    -1	100	100	100	-11	-6	104	108
#65 Cc1ccc(NC(=O)c2ccco2)c(NC(=O)C2CCCO2)c1 (configuration not stated)
    3	87	93	101	-14	-8	95	94
#66 Cn1c(/N=C/c2c[nH]c3ccccc23)nc2ccccc21
    22	107	88	96	-1	6	98	99
#67 O=C(c1cccc(F)c1)N1CCN(C(=O)c2cc3ncc(Br)cn3n2)CC1
    0	98	97	97	2	-3	99	103
#68 CC1=C(C(=O)Nc2ccccc2)C(c2ccccn2)n2nc(CCCO)nc2N1 (configuration not stated)
    2	101	97	99	8	0	100	102
#69 O=C(Nc1ccc2ccccc2n1)Nc1cccs1
    40	103	87	88	7	0	94	94
#70 COc1ccc(C(=O)N/C(=C\c2cn(C)c3ccccc23)C(=O)N2CCOCC2)cc1
    20	99	107	102	2	-5	104	107
#71 O=C(Nc1ccc(N2CCOCC2)c(Cl)c1)c1ccc(-n2cnnc2)cc1
    1	79	.	104	-1	4	89	105
#72 Cc1ccc2c(c1)C1CN(C)CCC1N2C(=O)c1cccc(S(=O)(=O)N2CC(C)CC(C)C2)c1 (configuration not stated)
    -3	110	105	103	-1	0	106	102
#73 Cc1nc2ccccc2cc1C(=O)NCc1ccc(F)cc1
    7	105	92	102	-5	8	103	103
#74 Cc1ccc(NC(=O)c2nc[nH]c2C(=O)NCC(=O)OC(C)(C)C)cc1
    11	108	93	103	-1	8	90	96
#75 C=CCn1c(-c2ccc(=O)n(Cc3ccccc3)c2)n[nH]c1=S
    4	110	103	98	-9	-9	112	99

Source: PubChem (several laboratories)
